SENP8 inh = inhibitors of human SENP8 protease. Q96LD8. 360,000 compounds, 0.64% hits. recombinant SENP8, Nedd8 substrate fluorescence. inhibition, % at 20 µM; in the data active = inhibition mostly above about 40%, no sharp cut-off; inactive = mostly below about 27%
Target sequence (Q96LD8 whole entry, looked up): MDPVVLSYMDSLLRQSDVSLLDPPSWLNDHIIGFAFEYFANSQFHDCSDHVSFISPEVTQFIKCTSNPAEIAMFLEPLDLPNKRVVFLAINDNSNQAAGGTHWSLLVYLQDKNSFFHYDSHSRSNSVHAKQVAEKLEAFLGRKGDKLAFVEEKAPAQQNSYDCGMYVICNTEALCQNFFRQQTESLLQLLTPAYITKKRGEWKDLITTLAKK
SENP1 FRET inh = SENP1 (human) catalytic domain inhibition. recombinant SENP1 catalytic domain, CyPet-SUMO1-YPet FRET cleavage. inhibition, % at 10 µM. 360,000 compounds, 0.21% hits. AID 624204;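 active = inhibition at least 30% at 10 µM, raw YFP signal under a set limit, fluorescence ratio 0.5 to 1.5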;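 note: 0% = enzyme with DMSO and 100% = no enzyme wells; some results filed as inactive read as strong as hits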
Target sequence (Q9P0U3 419-644 limits assumed): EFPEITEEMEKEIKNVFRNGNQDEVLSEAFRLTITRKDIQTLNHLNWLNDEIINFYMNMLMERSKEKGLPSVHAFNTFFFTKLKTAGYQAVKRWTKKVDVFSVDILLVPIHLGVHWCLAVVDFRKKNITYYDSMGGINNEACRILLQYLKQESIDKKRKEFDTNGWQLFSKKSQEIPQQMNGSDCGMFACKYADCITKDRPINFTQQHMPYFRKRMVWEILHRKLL
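Material – human SENP1 catalytic domain · Input – SENP1 enzyme, 20 pM final · Compound dosing – single concentration of 10 µM compound, 0.5% DMSO final · Timing – enzyme reaction for 50 min at room temperature, dark · Measured by – FRET fluorescence in CFP and YFP emission channels · Control set – no-enzyme wells low, DMSO-plus-enzyme wells high control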
Numbers without * were called inactive; i = inactive. The list is partial; the hit share may differ from the screen's.

The first 3 compounds as a preview:
1	O=C(Nc1ccc2c(c1)OCCO2)C1c2ccccc2OCC(=O)N1C1CC1 (stereo not drawn)
2	CCCCN1CCCCC1(C)C(=O)NCc1cccs1 (stereo not drawn)
3	CN(C)c1cccc(CNC(=O)c2ccc3sc([C@H]4C[C@H](O)[C@@H](CO)O4)nc3c2)c1
screen / no. | 1 | 2 | 3
SENP8 inh | 9 | 15 | 11
SENP1 FRET inh | 2 | -7 | 0

Main list (from the top)
1	O=C(Nc1ccc2c(c1)OCCO2)C1c2ccccc2OCC(=O)N1C1CC1 (stereo not drawn)
2	CCCCN1CCCCC1(C)C(=O)NCc1cccs1 (stereo not drawn)
3	CN(C)c1cccc(CNC(=O)c2ccc3sc([C@H]4C[C@H](O)[C@@H](CO)O4)nc3c2)c1
4	CC(C)COC(=O)N1CCCCC1c1cc(C(=O)Nc2ccc3c(c2)OCO3)no1 (stereo not drawn)
5	CC(C)C[C@@H](COCc1ccc(C(F)(F)F)cc1)N1CCN(C(=O)c2ccc(C(F)(F)F)cc2)CCC1=O
6	Cc1ccc(NC(=O)C2(C)CCN2C2Cc3ccccc3C2)cc1 (stereo not drawn)
7	CCCC(=O)N1CCC1(C)C(=O)NS(=O)(=O)c1ccccc1 (stereo not drawn)
8	COc1ccc(Cc2c(-c3ccc(F)cc3)nc3c(C)cc(Br)cn23)c(C)c1
screen / no. | 1 | 2 | 3 | 4 | 5 | 6 | 7 | 8
SENP8 inh | 9 | 15 | 11 | 6 | 0 | 7 | 23 | -27
SENP1 FRET inh | 2 | -7 | 0 | 1 | -2 | -3 | 0 | 9

9	Cc1ccnc(NC(=O)COc2ccccc2[N+](=O)[O-])c1
10	O=C(NCCN1CCNC1=O)c1ccc2sc([C@@H]3O[C@H](CO)[C@H](O)[C@H](O)[C@H]3O)nc2c1
11	Cc1noc(C)c1S(=O)(=O)Nc1ccc2c(c1)C(=O)N([C@H](C)CO)C[C@H](C)[C@H](CN(C)S(=O)(=O)c1ccc(Cl)cc1)OCCCC[C@@H](C)O2
12	CCCCC[C@@H]1[C@H]2[C@H]3C(=O)N(c4ccccc4)C(=O)[C@H]3CC(=O)[C@H]2[C@H](c2ccccc2)N1S(=O)(=O)c1ccc(C)cc1
13	CC(=O)C[C@@H]1OC[C@H](C(C)C)N1S(=O)(=O)c1ccc(C)cc1
14	CC1=C(C(=O)N2CCOCC2)CC(CC(=O)NCCCN(C)C)C(=O)N1CCCN1CCCC1=O (stereo not drawn)
15	COc1cccc(-c2cnc(C(O)c3c(C)cc(C)cc3C)[nH]2)c1 (stereo not drawn)
16	COCCNC(=O)C1CCCN(Cc2ccccc2F)CC1 (stereo not drawn)
screen / no. | 9 | 10 | 11 | 12 | 13 | 14 | 15 | 16
SENP8 inh | -2 | 16 | 15 | 9 | 15 | 9 | 1 | 16
SENP1 FRET inh | -2 | 2 | 1 | -18 | -1 | -1 | -1 | -3

Results in sequence from the entries so far.
Entries 9 to 16 in SENP8 inh, in turn: -2, 16, 15, 9, 15, 9, 1, 16
Entries 9 to 16 in SENP1 FRET inh, in turn: -2, 2, 1, -18, -1, -1, -1, -3

(further entries)
17	Cc1cc(Cl)ccc1C(O)c1ncc(-c2cccc(C(F)(F)F)c2)[nH]1 (stereo not drawn)
18	COCCNC(=O)C1(C)CCN(C(=O)c2ccc3ccccc3n2)C1 (stereo not drawn)
19	Cc1cccc(CNC(=O)Nc2nnc([C@@H]3C[C@H](O)[C@@H](CO)O3)s2)c1
20	NC(=O)c1cccc(-c2ccnc3c2CC(C(=O)Nc2cccc(Oc4ccccc4)c2)O3)c1 (stereo not drawn)
21	Cc1ccc2nc(C3CCCCC3)c(Cc3cccc(Cl)c3)n2c1
22	CNc1ncnc2c1ncn2[C@H]1CN(Cc2cccc3ccccc23)C[C@@H](CO)O1
23	CCOC(=O)[C@]12CCC=C1N(Cc1ccccc1)C(=O)[C@H](CC(=O)NCc1cccc(C(F)(F)F)c1)C2
24	COc1ccc(Cl)cc1-c1cc(C(=O)NC2CCCCC2)[nH]n1
screen / no. | 17 | 18 | 19 | 20 | 21 | 22 | 23 | 24
SENP8 inh | 12 | 18 | -4 | -2 | -258 | 13 | -5 | 24
SENP1 FRET inh | 0 | -1 | 1 | 0 | -2 | -2 | -1 | 0

25	COCCCNC(=O)C[C@@H]1C[C@@]2(C(=O)OC)CCCCC=C2N(CCc2ccc(OC)c(OC)c2)C1=O
26	CC1(C(=O)NS(=O)(=O)c2cccc(OC(F)F)c2)CCN1C(=O)c1ccccc1 (stereo not drawn)
27	O=C(Nc1cccc2cccnc12)c1ccc2sc([C@@H]3O[C@H](CO)[C@H](O)[C@H](O)[C@H]3O)nc2c1
28	Clc1cccc(Cc2c(-c3ccccc3)nc3ccc(Br)cn23)c1
29	Cn1nc(C(C)(C)C)cc1NC(=O)C1(C)CCN1C(=O)C1(c2ccccc2)CC1 (stereo not drawn)
30	CCCCCNC(=O)C(C1CC1)n1c(=O)c(-c2cc3ccccc3[nH]2)nc2ccccc21 (stereo not drawn)
31	COc1ccccc1CCNC(=O)c1c(N)[nH]c(C(=O)c2ccccc2)c1-c1ccc(Br)cc1
32	COC(=O)c1ccc(COc2cccn3c(N(C)C(=O)CCC4CCCC4)c(C)nc23)cc1
screen / no. | 25 | 26 | 27 | 28 | 29 | 30 | 31 | 32
SENP8 inh | 11 | 14 | 0 | 14 | 25 | -423 | 8 | 5
SENP1 FRET inh | 2 | 1 | 2 | -2 | -3 | -17 | 1 | -3

33	CC(=O)Nc1cccc(-c2cc(NC(C)=O)c3ncc(-c4ccccc4)n3c2)c1
34	Cc1cccc(C)c1NC(=O)C(c1ccccc1)n1c(=O)c(-c2cc3ccccc3[nH]2)nc2ccccc21 (stereo not drawn)
35	O=C(c1ccc(C(F)(F)F)cc1)N1CCC(=O)N([C@H](COCc2ccc(Cl)cc2)Cc2ccccc2)CC1
36	COCCNC(=O)C1CCCN(C(=O)Cc2ccc(F)cc2)CC1 (stereo not drawn)
37	COc1ccc(CNC(=O)c2sc(=O)n(Cc3cc(Cl)ccc3OC)c2C)cc1
38	CC(C)n1c(=O)c2ccccc2n1Cc1cn(C2CCCC2)nn1
39	Nc1sc(-c2ccccc2)cc1C(=O)N1CCNCC1
40	COc1cc(C(O)c2nc(-c3ccccc3C)cs2)ccc1F (stereo not drawn)
screen / no. | 33 | 34 | 35 | 36 | 37 | 38 | 39 | 40
SENP8 inh | -349 | -430 | 20 | 14 | 5 | -400 | -24 | 6
SENP1 FRET inh | -10 | -16 | 3 | 1 | -1 | 1 | -7 | 1

41	Cc1cccc(S(=O)(=O)NC(=O)C2(C)CCN2C(=O)c2cccc(F)c2)c1 (stereo not drawn)
42	Cc1ccc(S(=O)(=O)N2CC(CO)=CCC2c2ccccc2)cc1 (stereo not drawn)
43	Cc1cn(C2CC(O)C(O)C(CO)O2)c(=O)[nH]c1=O (stereo not drawn)
44	COCCNC(=O)C1(C)CCN(C(=O)c2nc(C)oc2C)C1 (stereo not drawn)
45	CCCCCCCCN1C(=O)[C@H](CC(=O)NCCCOCCCC)C[C@@]2(C(=O)OC)CC(C)(C)CC=C12
46	CCCCc1c(-c2cccc(Cl)c2)ncn1CCc1ccccc1OC
47	OC[C@@H]1CN(Cc2ccc(-c3ccccc3)cc2)C[C@H](n2cnc3c(NCc4ccc(F)cc4)ncnc32)O1
48	Cc1ccc(F)c(S(=O)(=O)NC(=O)C2(C)CCN2C(=O)Cc2ccc(C(C)(C)C)cc2)c1 (stereo not drawn)
screen / no. | 41 | 42 | 43 | 44 | 45 | 46 | 47 | 48
SENP8 inh | 14 | 27 | 4 | 6 | 12 | 17 | 8 | 20
SENP1 FRET inh | 2 | 4 | 0 | 2 | 0 | 0 | -2 | 1

49	COc1ccc(CC(N)c2csc(Nc3cc(NCCCO)ncn3)n2)cc1 (stereo not drawn)
50	CC(C)C[C@@H](CN1CCCC1CN1C(=S)NC[C@@H]1Cc1ccccc1)N1C[C@H](Cc2ccc(O)cc2)N(CCc2ccccc2)C1=S (stereo partly drawn)
51	COc1ccc(C(O)c2nc(-c3ccoc3)cs2)cc1 (stereo not drawn)
52	CCc1nc2c(OCCC3CCCCC3)cccn2c1N(C)C(=O)CC(C)C
53	CCc1nc2ccc(C(=O)N3CCN(c4ccccc4)CC3)cn2c1N(C)CCC(C)C
54	COc1ccccc1-c1cccc(-c2nc(C(=O)Nc3nccs3)cc3c2[C@@H](CCO)N(C(=O)CC2CC2)C3)c1
55	COc1ccc(-c2coc3c(C(=O)NCC(C)C)cccc23)c(C)c1
56	COc1cc(C(=O)N2CCCC(c3cc(C(=O)NCc4ccc(F)cc4)no3)C2)cc(OC)c1C (stereo not drawn)
screen / no. | 49 | 50 | 51 | 52 | 53 | 54 | 55 | 56
SENP8 inh | -8 | 12 | -12 | -3 | -20 | 0 | 4 | 8
SENP1 FRET inh | -11 | 0 | -1 | -2 | -63 | 2 | 0 | 1

57	OC[C@@H]1CN(Cc2cccnc2)C[C@H](n2cnc3c(N4CCOCC4)ncnc32)O1
58	CC1(C(=O)NS(=O)(=O)c2cccc(Cl)c2)CCN1C(=O)C1(c2ccc(Cl)cc2)CCC1 (stereo not drawn)
59	CNc1cncc(-c2ccccc2NC(C)=O)n1
60	CCOC(=O)C1=CCN(S(=O)(=O)c2ccccc2Cl)C1c1cccc(Br)c1 (stereo not drawn)
61	COc1cc(C(=O)C(=O)N2CCN(c3ccccc3)CC2)cc(OC)c1OC
62	CCOC(=O)C1(C)CCCN1C(=O)c1cccc(OC)c1 (stereo not drawn)
63	Cc1ccccc1-c1nc(NCCN(C)C)nc2ccsc12
64	CCCNC(=O)C1(C)CCN1C(=O)C/C=C/c1ccccc1 (stereo not drawn)
screen / no. | 57 | 58 | 59 | 60 | 61 | 62 | 63 | 64
SENP8 inh | 12 | 19 | i | 5 | 12 | 16 | -302 | 26
SENP1 FRET inh | 0 | 3 | -6 | 1 | -1 | 1 | 3 | 0

Copied from the list.
Under SENP1 FRET inh, entry 57 has 0
Under SENP8 inh, entry 58 has 19
Under SENP1 FRET inh, entry 60 has 1
Under SENP1 FRET inh, entry 59 has -6
Under SENP1 FRET inh, entry 62 has 1
Under SENP8 inh, entry 64 has 26
Under SENP1 FRET inh, entry 63 has 3

The list continues.
65	CC(C)NC(=O)C1(C)CCCCCN1C(=O)c1ccc(-c2ccccc2)cc1 (stereo not drawn)
66	CNc1nc(NCc2cccc(OC)c2)c2sccc2n1
67	Nc1[nH]c(C(=O)c2ccccc2)c(-c2ccc(Br)cc2)c1C(=O)c1ccc(Br)cc1
68	CC1(C(=O)N2Cc3ccccc3C2)CCN1C(=O)Cc1ccccc1 (stereo not drawn)
69	COc1ccc(NC(=O)c2cc(C3CCCCN3C(=O)Cc3ccc(N(C)C)cc3)on2)c(C)c1 (stereo not drawn)
70	COCCN1C[C@@H](CO)O[C@@H](n2cnc3c(N(C)C(C)C)ncnc32)C1
71	CC1=C(C(=O)N(C(C)C)C(C)C)CC(CC(=O)NC2CCCCC2)C(=O)N1Cc1ccc(C(C)(C)C)cc1 (stereo not drawn)
72	CN1CCN(c2ccc(CNC(=O)c3ccc(-c4ccnn4C)c4ccoc34)cc2)CC1
screen / no. | 65 | 66 | 67 | 68 | 69 | 70 | 71 | 72
SENP8 inh | 4 | -44 | -8 | 7 | 0 | -8 | 12 | 22
SENP1 FRET inh | 1 | 0 | -69 | 1 | -2 | 2 | 2 | 0

One compound at a time, from the list above. Screens in order: SENP8 inh | SENP1 FRET inh
Results for COCCN1C[C@@H](CO)O[C@@H](n2cnc3c(N(C)C(C)C)ncnc32)C1 = -8 | 2
Results for COc1ccc(NC(=O)c2cc(C3CCCCN3C(=O)Cc3ccc(N(C)C)cc3)on2)c(C)c1 (stereo not drawn) = 0 | -2
Results for Nc1[nH]c(C(=O)c2ccccc2)c(-c2ccc(Br)cc2)c1C(=O)c1ccc(Br)cc1 = -8 | -69

Carrying on.
73	O=C(OCc1ccccc1)N1CCN(C(c2ccnc3ccccc23)c2nnnn2-c2ccc3c(c2)OCCO3)CC1 (stereo not drawn)
74	COCCN(CCOC)Cc1cc(=O)oc2cc(C)cc(C)c12
75	CCOC1=C2CN(S(=O)(=O)c3ccc(C)cc3)[C@H](c3ccccc3)C[C@@H]2N(S(=O)(=O)c2ccc(C)cc2)[C@H](c2cccc(C)c2)C1
76	O=C(C(=O)N(C1CCCCC1)C1CCCCC1)c1ccccc1
77	COc1ccc(CCN2C(=O)CCC3=C2CCC3=O)cc1OC
screen / no. | 73 | 74 | 75 | 76 | 77
SENP8 inh | 17 | 2 | 6 | 6 | 22
SENP1 FRET inh | 1 | 0 | -3 | 2 | -2
